Screening data from PubChem.
KCNK3 block: human KCNK3 channel inhibition, primary screen | CHO-KCNK3 thallium flux, FluxOR fluorescence; hits give low values | B-score at 10 µM | 340,000 compounds, 0.84% hits | AID 602410;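 active means B-score under library mean minus 4 SD, starting fluorescence ratio at most library mean plus 5 SD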;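 further: more negative B-score means stronger inhibition of thallium flux through KCNK3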
Target sequence (O14649 whole entry, looked up): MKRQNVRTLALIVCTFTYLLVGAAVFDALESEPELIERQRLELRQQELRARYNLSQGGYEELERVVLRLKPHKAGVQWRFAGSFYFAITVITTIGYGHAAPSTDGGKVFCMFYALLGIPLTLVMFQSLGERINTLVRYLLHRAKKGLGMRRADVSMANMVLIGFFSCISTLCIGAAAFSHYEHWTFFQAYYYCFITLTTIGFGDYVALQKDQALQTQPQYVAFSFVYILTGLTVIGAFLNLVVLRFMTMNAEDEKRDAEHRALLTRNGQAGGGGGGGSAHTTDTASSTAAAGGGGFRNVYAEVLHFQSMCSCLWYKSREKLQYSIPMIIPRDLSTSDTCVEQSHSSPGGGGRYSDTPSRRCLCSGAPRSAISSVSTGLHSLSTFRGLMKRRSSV
Starred values were filed as active, the others as inactive; i = inactive. Not all compounds are listed; count on the stated rates, not on these rows.

SMILES	KCNK3 block
CC[C@@]1(C(=O)OC)N[C@H](CN(C)S(=O)(=O)c2ccc(C(C)(C)C)cc2)[C@@H]2C(=O)N(Cc3ccccc3)C(=O)[C@@H]21	i
CN(C)CCNc1ccc2nnn3c4ccc(O)cc4c(=O)c1c23	i
CC(=O)NCCC(=O)Nc1cc(S(=O)(=O)N2CCCCC2)ccc1N1CCCCC1	i
COc1ccc(NC(=O)CSCC(=O)Nc2ccc(S(=O)(=O)N3CCOCC3)cc2)cc1	i
CC(=O)c1cccc(OCC(=O)OCC(=O)Nc2cc(S(=O)(=O)N3CCCCC3)ccc2C)c1	i
O=C(NCc1ccccn1)c1ccc(NS(=O)(=O)c2cccc([N+](=O)[O-])c2)cc1	i
Cc1cc(C(C)(C)C)ccc1Oc1cccc2c1S(=O)(=O)N(C1CCCC1)CC(COCc1ccccc1)O2 (stereo not drawn)	i
Cc1cnc(C(=O)N2CCN(S(=O)(=O)c3ccc(F)c(F)c3F)CC2)cn1	i
CC(C)=CCC/C(C)=C/CNC(=O)CC1C[C@H](C(=O)N2CCOCC2)[C@@]2(C)c3[nH]c4ccccc4c3CCN2C1=O (stereo partly drawn)	i
OCC[C@@H]1NCc2cc(CO)cc(-c3ccccc3)c21	-9.9*
O=C(COC(=O)CN1C(=O)C2CCCCC2C1=O)Nc1c(Cl)cccc1Cl (stereo not drawn)	i
CN(C)S(=O)(=O)c1cc(NC(=O)COC(=O)CC2Sc3ccccc3NC2=O)ccc1Cl (stereo not drawn)	i
CCN(c1ccccc1)S(=O)(=O)c1cccc(C(=O)NCCN2CCOCC2)c1	i
O=C(C[C@H]1C[C@H](C(=O)N2CCOCC2)[C@@]2(CCC3CCCC3)c3[nH]c4cc(-c5ccco5)ccc4c3CCN2C1=O)NCc1ccco1	i
NC(=O)CSc1nc2cc(S(=O)(=O)N3CCOCC3)ccc2o1	i
Cn1c(=O)c2[nH]c(CCc3ccncc3)nc2n(C)c1=O	i
CC1CCCN(C(=O)COC(=O)CNC(=O)c2sc3ccccc3c2Cl)C1 (stereo not drawn)	i
Cc1cn([C@H]2C[C@H](O)[C@@H](CCC(=O)NCCCn3ccnc3)O2)c(=O)[nH]c1=O	i
Cc1cc(-c2nc3cc(F)ccc3s2)ccc1N	i
CN(Cc1ccccc1)C(=O)c1cccc(NC(=O)Cc2ccc(NC(=O)C3CCN(C(=O)C4CC4)CC3)cc2)c1	i
O=C(CSc1ccc(Cl)cc1)NC(=O)c1ccccc1	i
S=c1nc[nH]c2c1ncn2-c1ccc(Cl)cc1	i
COc1ccc(S(=O)(=O)N(C)C)cc1NC(=O)c1ccc2c(c1)OCCO2	i
COc1ccc(CN2CCN(C(=O)C3CCN(C(=O)Nc4ccccc4)CC3)CC2)cc1OC	i
COc1cc(OC)c(C(=O)OCC(=O)NC23CC4CC(CC(C4)C2)C3)cc1OC	i
SMILES	KCNK3 block
Cc1ccc(C)c(NC(=O)C(c2ccccc2)N2CCN(CC(=O)N3CCOCC3)CC2)c1 (stereo not drawn)	i
Nc1ccc(C=C2C=Cc3ccccc32)cc1	i
O=C(COC(=O)C1CC1)Nc1ccc(S(=O)(=O)N2CCOCC2)cc1	i
CN(C)S(=O)(=O)c1cccc(NC(=O)COc2ccccc2C(=O)NCc2ccccc2)c1	-12*
Cc1cc(C(=O)NN=C(CCC(=O)O)c2cccs2)c(C)o1	i
CCCC1OC(c2cc3c(cc2Cl)OCO3)OCC1CC (stereo not drawn)	i
CCCN(C1CCS(=O)(=O)C1)S(=O)(=O)c1cc(OC)ccc1OC (stereo not drawn)	i
Cc1ccc(NC(=O)c2ccc(S(=O)(=O)N3CCCCC3)cc2)nc1	i
COc1cc(C(=O)COC(=O)c2ccncc2)cc(OC)c1OC	i
CC[C@]1(C(=O)OC)[C@H]2C(=O)N(C)C(=O)[C@H]2[C@H]2CN=C(SC)N21	i
C=CCC[C@H](Cc1ccc(F)cc1)C(=O)O[C@H](CNC(=O)[C@@H](CC=C)CC(=O)N(CCO)Cc1ccccc1)c1ccccc1	i
O=C(Nc1nc(-c2ccccn2)cs1)c1ccc(F)c(S(=O)(=O)N2CCOCC2)c1	i
O=C(Nc1ccc(N2CCOCC2)cc1)c1ccc(Cl)c(S(=O)(=O)N2CCCC2)c1	i
COc1ccc(S(=O)(=O)N2CCC(C(=O)N(C)Cc3ccc(C)o3)CC2)cc1OC	i
CC(C)COc1ccc(C(=O)NNC(=O)c2ccc(=O)[nH]c2)cc1	i
O=C(OCC(=O)N1CCN(c2ccccc2)CC1)c1ccncc1	i
O=C(Nc1cccc(C(=O)N2CCCCC2)c1)c1ccccc1	i
Cc1ccc(S(=O)(=O)N(C)C)cc1NC(=O)COC(=O)COc1ccc2c(C)cc(=O)oc2c1	i
O=C(c1ccc(-c2cccc(C(F)(F)F)c2)o1)N1CCN(c2ccccc2)CC1	i
Cc1ccc(C2=NN(S(=O)(=O)c3ccccc3)C(c3ccco3)C2)cc1 (stereo not drawn)	i
CC[C@@H](C)[C@@H]1CN([C@@H](CN2CCC[C@H]2CN2C(N)=NC[C@H]2C(C)C)C(C)C)C(=N)N1CCCC1CCCC1	i
O=C1NC(Cc2ccc(O)cc2)c2nc3ccc(F)cc3c(=O)n2-c2cc(Cl)ccc21 (stereo not drawn)	i
Nc1c(C(=O)CSc2ccccn2)c(=O)[nH]c(=O)n1C1CC1	i
COc1cc(OC)cc(C(=O)OCC(=O)NCc2ccco2)c1	i
O=C(COC(=O)c1c[nH]c2ccccc12)Nc1ccc([N+](=O)[O-])cc1	i
SMILES	KCNK3 block
O=C(NCc1ccccc1CN1CCCC1)c1ccc(OCc2cscn2)cc1	i
N#Cc1cccc(NC(=O)CCN2C(=O)C3CCCCC3C2=O)c1 (stereo not drawn)	i
Cc1ccccc1-n1c(SCC(=O)NCC2CCCO2)nnc1-c1ccncc1 (stereo not drawn)	i
CC(=O)Nc1ccc(NC(=O)C(C)OC(=O)CN2C(=O)C3CCCCC3C2=O)cc1 (stereo not drawn)	i
Cc1c(C=C(C#N)c2ccc([N+](=O)[O-])cc2)c(=O)n(-c2ccccc2)n1C	i
CN(C(=O)c1cccc(NC(=O)Cc2ccc(NC(=O)C3CCCN(C(=O)c4ccccc4)C3)cc2)c1)C1CCCC1 (stereo not drawn)	i
CCOC(=O)c1ccc(NC(=O)CN2C(=O)NC3(CCCCCCC3)C2=O)cc1	i
Cc1cccc(OCCCC(=O)NNC(=O)c2ccc(F)cc2)c1	i
COc1ccc(S(=O)(=O)NCc2ccncc2)cc1NC(=O)c1ccccc1F	i
O=C(c1ccc(Cl)cc1)N1CCC2CC1c1cc(-c3ccccc3)ccc12 (stereo not drawn)	i
O=C(c1ccccc1)N1CCOC(O)(c2ccccc2)C1c1ccccc1 (stereo not drawn)	i
CC(=O)c1cccc(NC(=O)CN2C(=O)NC(C)(c3ccc4c(c3)OCCCO4)C2=O)c1 (stereo not drawn)	i
N#CCCN(C(=O)CSc1nc2ccccc2c(=O)[nH]1)c1ccc(F)cc1	i
CCCCCCCCNCCS(=O)(=O)NN1CCOCC1	i
CN1OC[C@@H]2CN(Cc3cc(Cl)cc(Cl)c3)[C@H](c3cccc(Br)c3)C[C@@H]21	i
CC(C)CC1NC(=O)N(CC(=O)Nc2cc(F)ccc2F)C1=O (stereo not drawn)	i
COc1ccccc1CC(=O)Nc1ccc(S(=O)(=O)N(C)C2CCN(C)CC2)cc1	i
COc1cc(C(=O)C(O)c2ccc(O)c(OC)c2)ccc1O (stereo not drawn)	i
CCCC1(c2ccccc2)NC(=O)N(CC(=O)Nc2ccc(N3CCOCC3)cc2)C1=O (stereo not drawn)	i
Cc1ccc(C)c(NC(=O)CCC(=O)NNS(=O)(=O)c2ccc(Cl)cc2)c1	i
O=C(COC(=O)/C=C/c1ccc([N+](=O)[O-])cc1)NC(=O)NC1CCCCC1	i
Cc1ccc(C(=O)NCC(=O)OCC(=O)c2ccccc2)s1	i
C[C@H](NC(=O)c1ccc(Cl)cc1)C(=O)OCn1nnc2ccccc2c1=O	i
COc1ccc(C(=S)N2CCN(c3ccccc3C)CC2)cc1OC	i
O=C(c1cn(-c2ccccc2)nc1-c1cccnc1)N1CCN(S(=O)(=O)c2cccc(F)c2)CC1	i

Reformatted in markdown: part of the list above.
| compound | KCNK3 block |
| --- | --- |
| CCOC(=O)c1ccc(NC(=O)CN2C(=O)NC3(CCCCCCC3)C2=O)cc1 | i |
| Cc1cccc(OCCCC(=O)NNC(=O)c2ccc(F)cc2)c1 | i |
| COc1ccc(S(=O)(=O)NCc2ccncc2)cc1NC(=O)c1ccccc1F | i |

Further structures:
SMILES	KCNK3 block
Cc1ccc(S(=O)(=O)N2CCOCC2)cc1C(=O)OCC(=O)c1ccc(Br)cc1	i
CCc1nnc(NC(=O)c2cc(S(=O)(=O)N3CCCCC3)ccc2C)s1	i
CCCOc1ccc(C=Nc2ccc(OC)c(S(=O)(=O)N3CCOCC3)c2)c(O)c1	i
CC(Oc1ccc(Cl)cc1)C(=O)Nc1cccc(S(=O)(=O)N2CCOCC2)c1 (stereo not drawn)	i
COc1ccc(-c2ccc3c(c2)C2CC3CCN2S(=O)(=O)c2ccccc2C)cc1 (stereo not drawn)	i
CN(CC(=O)NCC(=O)Nc1ccc(F)cc1)CC(=O)Nc1ccc(Cl)c(C(F)(F)F)c1	i
O=[N+]([O-])c1cccc(COc2ccccc2CN2CCOCC2)c1	i
COc1ccccc1C(CNC(=O)CNC(=O)c1ccccc1Cl)N1CCCC1 (stereo not drawn)	i
O=C(Cc1ccc(Cl)cc1)Nc1cccc(S(=O)(=O)N2CCCCC2)c1	i
Cc1c(NC(=O)c2cccc(NC(=O)Cc3ccccc3F)c2)c(=O)n(-c2ccccc2)n1C	i
CCCc1cc(=O)[nH]c(SCC(=O)NC2CCCCCCC2)n1	i
CCN1C[C@@H]2[C@@H]3C(=O)N(C)C(=O)[C@@H]3[C@](Cc3ccccc3)(C1=O)N2C(=O)c1ccc(Cl)c(Cl)c1	i
Cc1ccc2nc(-c3ccccc3)nn2c1	i
COc1ccc(OC)c(S(=O)(=O)NCCCN2CCOCC2)c1	i
O=C(N/N=C/c1c(Cl)cccc1Cl)c1ccc(-n2cnnn2)cc1	i
CCN(c1ccccc1)S(=O)(=O)c1cc(C(=O)NCC(c2ccco2)N2CCCCC2)ccc1C (stereo not drawn)	i
CC(CC(=O)Nc1cccc(S(=O)(=O)N2CCCCC2)c1)c1ccccc1 (stereo not drawn)	i
CN(Cc1ccccc1)S(=O)(=O)c1ccc(NC(=O)C2CCCCC2C(=O)O)cc1 (stereo not drawn)	i
CCc1ccccc1Nc1nc(N)nc(COC(=O)C2=COCCO2)n1	i
CSCC[C@H](N)C(=O)NC[C@H]1O[C@@H](n2cnc3c(N)ncnc32)[C@H](O)[C@@H]1O	i
Cc1ccc(S(=O)(=O)N2[C@@H](c3ccc(C#N)cc3)C(C(=O)O)=C[C@H]2C(C)(C)C)cc1	i
COC(=O)CCN1CCC2CC1c1cc(-c3cccc(C)c3)ccc12 (stereo not drawn)	i
Cc1ccc(NC(=O)c2ccccc2OCc2c(C)noc2C)cc1S(=O)(=O)N(C)C	i
Cc1cc(C(=O)Nc2nnc(C3CC3)s2)c(C)s1	i
CCC(=O)N1N=C(c2ccc(NS(=O)(=O)c3ccc(C)cc3)cc2)CC1c1ccco1 (stereo not drawn)	i

In the list so far, these have a thiophene ring, fused or not:
SMILES	KCNK3 block
CC1CCCN(C(=O)COC(=O)CNC(=O)c2sc3ccccc3c2Cl)C1 (stereo not drawn)	i
Cc1cc(C(=O)NN=C(CCC(=O)O)c2cccs2)c(C)o1	i
Cc1ccc(C(=O)NCC(=O)OCC(=O)c2ccccc2)s1	i
Cc1cc(C(=O)Nc2nnc(C3CC3)s2)c(C)s1	i

The listing picks up; the six compounds before the break are reprinted first.
SMILES	KCNK3 block
CSCC[C@H](N)C(=O)NC[C@H]1O[C@@H](n2cnc3c(N)ncnc32)[C@H](O)[C@@H]1O	i
Cc1ccc(S(=O)(=O)N2[C@@H](c3ccc(C#N)cc3)C(C(=O)O)=C[C@H]2C(C)(C)C)cc1	i
COC(=O)CCN1CCC2CC1c1cc(-c3cccc(C)c3)ccc12 (stereo not drawn)	i
Cc1ccc(NC(=O)c2ccccc2OCc2c(C)noc2C)cc1S(=O)(=O)N(C)C	i
Cc1cc(C(=O)Nc2nnc(C3CC3)s2)c(C)s1	i
CCC(=O)N1N=C(c2ccc(NS(=O)(=O)c3ccc(C)cc3)cc2)CC1c1ccco1 (stereo not drawn)	i
O=C(c1ccc(NS(=O)(=O)c2cccc([N+](=O)[O-])c2)cc1)N1CCN(C(=O)c2ccco2)CC1	i
NC(=O)c1cc(S(=O)(=O)N2CCCC2)ccc1OCCOc1ccccc1	i
COc1ccc(CCC(=O)OCC(=O)NCc2ccc3c(c2)OCO3)cc1	i
CC1(C)C(=O)Nc2ccccc2N1C(=O)COC(=O)c1cccc(O)c1	i
O=C(O)c1cc(S(=O)(=O)N2CCCCC2)ccc1N1CCOCC1	i
CC(C)c1ccc(S(=O)(=O)Nc2ccc3c(c2)OCO3)cc1	-11*
CCOc1ccc(CCNC(=O)CN2C(=O)NC3(CCCCCC3)C2=O)cc1OCC	i
COc1ccc(NS(=O)(=O)c2cc(NC(=O)c3ccc(=O)[nH]n3)ccc2N2CCOCC2)cc1	i
CS(=O)(=O)N1CCC2CC1c1cc(-c3ccccc3)ccc12 (stereo not drawn)	i
CCOc1ccc(CCNC(=O)COC(=O)c2ccc[nH]c2=O)cc1OCC	i
CCOC(=O)/C(=C/c1ccc(OC(F)F)cc1)C1=Nn2c(nnc2-c2ccc(Cl)cc2)SC1	i
CC(NS(=O)(=O)c1ccc(Cl)c(Cl)c1)C(=O)Nc1cccnc1 (stereo not drawn)	i
Cc1ccc(C)c(NC(=O)CSc2ccc(S(=O)(=O)N3CCCC3)cn2)c1	i
Cc1cccc(NC(=O)CNC(=O)CN2CCN(C)CC2)c1C	i
O=C(Cc1ccccc1Cl)Nc1cc(S(=O)(=O)N2CCOCC2)ccc1N1CCOCC1	i
CCCn1c(CCNc2nc(-c3cccc(Br)c3)cs2)nc2ccccc21	i
